NALP1 inh: blocks the NALP1 inflammasome reconstituted in yeast; S. cerevisiae NALP1/ASC/caspase-1 growth, X-gal OD620, 72 h; inhibition, % at 10 µM; 280,000 compounds, 0.61% hits; in the data active = inhibition mostly above about 24%, no sharp cut-off; inactive = mostly below about 32%; also: some compounds called inactive have numbers as strong as hits
OXTR agonist: activates the human oxytocin receptor; activation, % at 3 µM; 320,000 compounds, 0.32% hits; CHO-OTR cells, Fluo-8 calcium fluorescence; normalized: DMSO 0%, oxytocin 100%; P30559;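 active = activation above the mean of all tested compounds plus 3 SD, cutoff set per screening run, cut at about 20% in these data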;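 also: peak over basal fluorescence ratio from a 100 s FLIPR kinetic read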
Target sequence (P30559 whole entry, looked up): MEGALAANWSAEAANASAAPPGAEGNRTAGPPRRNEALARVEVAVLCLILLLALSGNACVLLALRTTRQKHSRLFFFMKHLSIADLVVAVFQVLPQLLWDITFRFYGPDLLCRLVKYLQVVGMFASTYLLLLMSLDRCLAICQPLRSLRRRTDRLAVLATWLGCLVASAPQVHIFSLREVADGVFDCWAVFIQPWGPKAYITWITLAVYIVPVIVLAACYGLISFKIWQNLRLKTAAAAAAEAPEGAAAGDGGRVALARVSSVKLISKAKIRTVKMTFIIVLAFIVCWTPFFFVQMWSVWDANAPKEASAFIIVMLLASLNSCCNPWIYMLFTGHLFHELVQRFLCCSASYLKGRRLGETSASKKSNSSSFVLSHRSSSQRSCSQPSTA
MEKK3 PB1 HTS: MEKK3-MEK5 PB1 interaction, increase or decrease; Q99759; bead-based flow cytometry, Alexa488-MEK5 binding to MEKK3; actives lie on both sides; 0 = blocked by unlabeled MEK5, 100 = vehicle; binding response (% of control), % at 10 µM; 290,000 compounds, 1.4% hits; AID 1529;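 active = binding response more than 3 SD above or below the average of its plate-row segment, actives on both sides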;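 also: Alexa488 bead fluorescence after subtracting the streptavidin-only scavenger bead signal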
V1aR counter: V1a receptor agonism, counter-screen for OXTR agonists; activation, % at 3 µM; CHO-V1R cells, Fluo-8 calcium fluorescence, agonist mode; 0% DMSO, 100% 3 nM vasopressin; P37288; 320,000 compounds, 0.25% hits;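 active = activation above the mean activation of all tested compounds plus 3 SD, per screening run, cut at about 20% in these data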;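 also: signal is peak over basal fluorescence ratio across a 100 second FLIPR read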
GalR3 antag: antagonists of human GalR3 | 360,000 compounds, 0.44% hits | inhibition, % at 3 µM | O60755 | HEK293 GalR3-CNG cAMP membrane potential fluorescence; galR3 body fused to GalR1 C-terminus;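 active = inhibition above the screen-wide average plus 3 SD, cut at about 13% in these data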;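 also: forskolin and galanin both at EC90 stimulate the cells; cAMP rise reported by CNG channel membrane potential dye signal; 0% = forskolin plus galanin with DMSO and 100% = forskolin alone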
GPR7 antag: antagonists of human GPR7 (neuropeptides B/W receptor 1); GPR7-expressing cells, fluorescence antagonist assay; inhibition, % at 4.4 µM; 290,000 compounds, 1.1% hits; P48145; in the data active = inhibition above about 16%, passing the limit was not always enough;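 also: cells stimulated with the agonist NPW; 0% = agonist with vehicle and 100% = vehicle without agonist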
Target sequence (P48145 whole entry, looked up): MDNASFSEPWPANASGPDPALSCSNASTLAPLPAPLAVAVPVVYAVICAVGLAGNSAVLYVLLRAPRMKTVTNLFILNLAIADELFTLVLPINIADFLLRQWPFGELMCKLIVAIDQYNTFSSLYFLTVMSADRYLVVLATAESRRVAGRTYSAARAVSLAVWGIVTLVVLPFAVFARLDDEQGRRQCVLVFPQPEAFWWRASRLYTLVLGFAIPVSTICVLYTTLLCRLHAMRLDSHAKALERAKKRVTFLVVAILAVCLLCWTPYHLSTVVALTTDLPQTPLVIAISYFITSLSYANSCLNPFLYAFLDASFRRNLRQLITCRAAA
MEKK2mut PB1 HTS: signal of MEK5 binding to mutant human MEKK2 PB1 domain; percent response, % at 10 µM; bead flow cytometry, Alexa488-MEK5 binding to MEKK2 mutant; 290,000 compounds, 0.35% hits; in the data active = percent response above about 24%, passing the limit was not always enough; also: inactives centre near 1; some results filed as inactive read as strong as hits; reference of the scale not given here
MEKK2wt PB1 HTS: raises or lowers MEK5 binding to wildtype human MEKK2 PB1 domain | Q9Y2U5 | bead flow cytometry, Alexa488-MEK5 binding to MEKK2 WT; actives lie on both sides | binding response (% of control), % at 10 µM | 290,000 compounds, 1.1% hits | AID 1531; in the data active = binding response below about 67% or above about 130%
PHOSPHO1 block: inhibitors of human PHOSPHO1 phosphatase; Q8TCT1; recombinant PHOSPHO1, absorbance phosphatase assay; inhibition, % at 13.3 µM; 290,000 compounds, 1.1% hits; AID 1565; in the data active = inhibition above about 60%
Target sequence (Q8TCT1 whole entry, looked up): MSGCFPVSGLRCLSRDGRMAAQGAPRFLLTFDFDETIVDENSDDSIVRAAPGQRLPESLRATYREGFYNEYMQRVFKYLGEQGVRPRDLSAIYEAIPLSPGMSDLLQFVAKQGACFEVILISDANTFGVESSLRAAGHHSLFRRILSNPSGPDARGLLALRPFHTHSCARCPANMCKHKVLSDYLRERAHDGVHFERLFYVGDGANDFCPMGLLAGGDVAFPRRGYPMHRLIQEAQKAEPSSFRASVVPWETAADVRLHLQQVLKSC
* = called active by the depositor; x = not tested or not shown.

Order of results: NALP1 inh | OXTR agonist | MEKK3 PB1 HTS | V1aR counter | GalR3 antag | GPR7 antag | MEKK2mut PB1 HTS | MEKK2wt PB1 HTS | PHOSPHO1 block
#1 COC(=O)C1=C[C@@H](C(=O)OC)[C@@H]2C3=C(C(=O)[C@]2(C)NC(=O)c2ccccc2)[C@H](C)n2c(=O)n(C)c(=O)n2[C@@H]3C1
    x | 1.7 | 108 | 0.5 | -4 | x | 3 | 102 | x
#2 Cc1ccc(NC(=O)c2oc3ccccc3c2NC(=O)C2CC2)cc1
    13 | -0.6 | 103 | -0.6 | 0 | -22 | 6 | 106 | 24
#3 COC(=O)c1c(NC(=O)CN2CCN(S(=O)(=O)c3ccccc3[N+](=O)[O-])CC2)sc2c1CCC(C)C2 (configuration not stated)
    35 | 0.9 | 98 | 1.3 | -2 | -3 | -1 | 99 | -1
#4 CCOc1ccc2[nH]c(=O)c(C(c3nnnn3CC3CCCO3)N3CCc4ccccc4C3)cc2c1 (configuration not stated)
    -10 | -1.2 | 96 | 0.3 | -4 | -10 | -1 | 96 | 27
#5 COc1ccc(C(=O)c2c(N)sc3c2CCN(C(=O)OC(C)(C)C)C3)cc1
    x | -0.6 | 98 | 0.4 | 4 | -4 | 3 | 91 | 0
#6 CN1CCN(C(=O)c2cc3sccc3n2CC(=O)c2ccccc2)CC1
    8 | -0.3 | 109 | 0.3 | -7 | -17 | 6 | 111 | 10
#7 CCOC(=O)C1=C(CNCCc2ccc(Cl)cc2)NC(=O)NC1c1ccc2c(c1)OCO2 (configuration not stated)
    8 | -2.4 | 106 | -0.1 | 3 | -1 | 2 | 105 | 7
#8 CCN1CCN(C(=O)C(=O)c2cn(CC(=O)N3CCCC3)c3ccccc23)CC1
    -62 | 0.0 | 99 | 2.1 | -5 | -15 | -4 | 100 | 23
#9 CCOc1cc(NC(=O)c2cccs2)c(OCC)cc1NC(=O)CCC(=O)NCCN1CCOCC1
    -4 | -0.5 | 99 | -0.5 | 0 | -22 | -3 | 98 | 31
#10 O=C(CNC(=O)c1ccccc1Cl)N/N=C/c1ccc2c(c1)OCO2
    25 | 1.7 | 101 | 1.0 | -9 | -1 | -5 | 95 | 40
#11 COc1ccc2nc(SCC(=O)Nc3cc(OC)c(OC)cc3C(=O)O)c(C)cc2c1
    6 | -0.6 | 99 | 0.4 | 0 | -6 | -5 | 93 | 39
#12 CC(OC(=O)C1CCCCC1)c1nc2ccccc2[nH]1 (configuration not stated)
    23 | -1.4 | 87 | 0.2 | -3 | -7 | -1 | 100 | -22
#13 O=C(CN1CCN(S(=O)(=O)c2ccccc2)CC1)NCCc1ccccc1
    4 | -0.8 | 107 | -0.5 | 0 | 8 | 8 | 109 | 29
#14 COc1ccc2c(=O)c3c(=O)n(Cc4ccco4)c(C(C)C)nc3oc2c1
    -139 | 3.6 | 104 | -0.2 | -8 | -9 | 1 | 97 | -29
#15 COc1cccc(-n2c(SCC(=O)NCCC3=CCCCC3)nc3n[nH]c(C)c3c2=N)c1
    14 | -2.5 | 105 | -1.1 | 2 | -14 | 4 | 112 | 33
#16 Cc1cc(Cl)ccc1NC(=O)CN1CCC(C(O)(c2ccccc2)c2ccccc2)CC1
    8 | -1.2 | 101 | 1.4 | -14 | -1 | 1 | 110 | 16
#17 N#C/C(=C/c1ccc(N2CCCCC2)o1)C(=O)Nc1ccc2ccccc2c1
    32 | x | 148* | x | -3 | 14 | 206* | 210* | 0
#18 Cc1onc(-c2c(Cl)cccc2Cl)c1NC(=O)NN(C)C
    9 | 0.7 | 68 | 1.3 | -4 | 15 | -30 | 78 | 43
#19 c1ccc(-c2csc3ncnc(NCCCN4CCOCC4)c23)cc1
    -2 | -0.3 | 106 | 0.5 | -7 | -2 | -3 | 105 | -26
#20 O=C(NCc1ccccc1F)c1cc(=O)[nH]c2ccccc12
    8 | 0.2 | 96 | 0.0 | -10 | 2 | -4 | 97 | 10

Ordered by heavy-atom count (falling): part of the list above
Order of results: NALP1 inh | OXTR agonist | MEKK3 PB1 HTS | V1aR counter | GalR3 antag | GPR7 antag | MEKK2mut PB1 HTS | MEKK2wt PB1 HTS | PHOSPHO1 block
#1 COC(=O)C1=C[C@@H](C(=O)OC)[C@@H]2C3=C(C(=O)[C@]2(C)NC(=O)c2ccccc2)[C@H](C)n2c(=O)n(C)c(=O)n2[C@@H]3C1
    x | 1.7 | 108 | 0.5 | -4 | x | 3 | 102 | x
#4 CCOc1ccc2[nH]c(=O)c(C(c3nnnn3CC3CCCO3)N3CCc4ccccc4C3)cc2c1 (configuration not stated)
    -10 | -1.2 | 96 | 0.3 | -4 | -10 | -1 | 96 | 27
#16 Cc1cc(Cl)ccc1NC(=O)CN1CCC(C(O)(c2ccccc2)c2ccccc2)CC1
    8 | -1.2 | 101 | 1.4 | -14 | -1 | 1 | 110 | 16
#11 COc1ccc2nc(SCC(=O)Nc3cc(OC)c(OC)cc3C(=O)O)c(C)cc2c1
    6 | -0.6 | 99 | 0.4 | 0 | -6 | -5 | 93 | 39

As entered above:
OXTR agonist result of CCOc1cc(NC(=O)c2cccs2)c(OCC)cc1NC(=O)CCC(=O)NCCN1CCOCC1 is entered as -0.5
GalR3 antag result of O=C(CNC(=O)c1ccccc1Cl)N/N=C/c1ccc2c(c1)OCO2 is entered as -9

New compounds follow
Order of results: NALP1 inh | OXTR agonist | MEKK3 PB1 HTS | V1aR counter | GalR3 antag | GPR7 antag | MEKK2mut PB1 HTS | MEKK2wt PB1 HTS | PHOSPHO1 block
#21 COc1ccc(N(CC(O)CN2CCOCC2)S(=O)(=O)c2ccc(C)cc2)cc1 (configuration not stated)
    17 | -0.1 | 102 | 2.8 | -8 | 4 | 4 | 103 | 23
#22 COc1cccc(C(=O)Nc2cccc(C(=O)N3CCOCC3)c2)c1
    8 | -0.1 | 100 | -1.0 | -4 | 0 | 2 | 101 | -20
#23 O=C(O)COc1ccc(/C=N/NC(=O)c2ccccc2Br)cc1
    -2 | -0.5 | 106 | 1.5 | x | -25 | 5 | 107 | 35
#24 CCCCN(C)CC(O)Cn1cc(/C=C/C(=O)c2ccc(C)cc2)c2ccccc21 (configuration not stated)
    2 | 13 | 107 | 3.8 | -18 | 37* | 54* | 186* | 42
#25 COc1ccc(CC(=O)Nc2ccc(NC(=O)c3ccc(Br)cc3)cc2)cc1OC
    19 | -0.2 | 94 | 0.8 | -10 | 5 | -3 | 97 | -19
#26 NC(=O)c1ccccc1NS(=O)(=O)Cc1ccccc1
    14 | 0.5 | 95 | 0.9 | -5 | -17 | 3 | 101 | -18
#27 O=C1C2C3C=CC(C3)C2C(=O)N1CC1CCCO1 (configuration not stated)
    15 | 1.6 | 102 | 0.6 | 1 | -10 | -3 | 99 | 7
#28 CCN(CC1CCCN(CCc2cccc(F)c2)C1)C(=O)c1cc(C)oc1C (configuration not stated)
    6 | -0.3 | 100 | -0.3 | -7 | -5 | 4 | 108 | -1
#29 Cc1ccc(N2CCN(C(=O)NC3CCCCC3)CC2C)cc1 (configuration not stated)
    x | -0.1 | 110 | 2.5 | -3 | -5 | 10 | 107 | 18
#30 O=C(Nc1cccc([N+](=O)[O-])c1)NC1CCS(=O)(=O)C1 (configuration not stated)
    13 | 1.8 | 101 | 14 | -3 | -7 | -2 | 99 | 18
#31 COc1ccc2[nH]c(C(=O)NCCCN3CCCC3=O)c(C)c2c1
    26 | 0.5 | 96 | -0.9 | 2 | 2 | -8 | 97 | 13
#32 COc1ccc(C(=O)N2CCOC2CNC(=O)C(=O)NCc2ccc(Cl)cc2)cc1 (configuration not stated)
    -6 | -2.0 | 106 | 0.0 | 0 | -11 | -2 | 99 | 32
#33 O=S(=O)(c1ccc(NC(=S)NCCC(c2ccccc2)c2ccccc2)cc1)N1CCOCC1
    16 | 2.4 | 99 | 5.1 | -4 | -2 | 1 | 131 | -10
#34 COC(=O)CCCCCCCCCCN1CCCCC1
    20 | 1.4 | 127 | 2.4 | -6 | -6 | 2 | 123 | -1
#35 Cc1nn(CC(=O)NCCc2ccccc2)c(=O)c2cccn12
    20 | 0.2 | 100 | 1.2 | -8 | -2 | -1 | 101 | 38
#36 CCOc1ccc(CC(=O)C2=C(N3CCOCC3)CC(C)(C)CC2=O)cc1OCC
    5 | -0.1 | 101 | 0.9 | 3 | -14 | -7 | 95 | 36
#37 O=S(=O)(Cc1ccccc1)NCC1CCCN(Cc2cccc3nonc23)C1 (configuration not stated)
    5 | -0.5 | 98 | 0.2 | -2 | 9 | -1 | 95 | 30
#38 COCCN(C(=O)c1cc(OC)c(OC)c(OC)c1)c1c(N)n(Cc2ccccc2)c(=O)[nH]c1=O
    -10 | 0.0 | 102 | 0.2 | 0 | -18 | 3 | 97 | -13
#39 COc1cc(NC(=O)CN2c3cccc4cccc(c34)S2(=O)=O)cc(OC)c1OC
    30 | 5.4 | 93 | 4.3 | -1 | 1 | -12 | 93 | 11
#40 O=c1oc2ccc(Cl)cc2cc1-c1nnc(Nc2cccc(C(F)(F)F)c2)s1
    37 | 1.1 | 110 | 3.3 | 1 | 0 | -2 | 100 | -1

Next section.
#	mol	NALP1 inh	OXTR agonist	MEKK3 PB1 HTS	V1aR counter	GalR3 antag	GPR7 antag	MEKK2mut PB1 HTS	MEKK2wt PB1 HTS	PHOSPHO1 block
41	N#CC(Sc1ccccn1)c1ccc(Cl)cc1 (configuration not stated)	26	-2.4	101	0.0	-6	-2	-6	101	-90
42	CNC[C@@H](C)NC[C@@H](Cc1ccccc1)NCCc1ccccc1	9	1.5	110	2.0	-3	-1	5	131	0
43	O=C(N/N=C/c1ccc[nH]1)c1c[nH]c2ccccc12	18	x	99	x	0	1	-4	100	x
44	Cc1ccccc1NC(=O)Cn1c(=O)n(-c2ccc(CC(=O)NCC3CCCO3)cc2)c(=O)c2ccccc21 (configuration not stated)	5	-0.2	115	-0.6	1	-1	-1	98	36
45	COc1ccc(C(=O)C2CCCN(Cc3ccc(C#CCCO)cc3)C2)cc1F (configuration not stated)	16	3.0	100	2.9	-2	2	-4	95	30
46	COCCN(Cc1cccs1)S(=O)(=O)c1csc(C(N)=O)c1	28	0.9	96	-0.7	4	1	-4	101	44
47	O=C(O)C1CC1C(=O)Nc1nc2c(Cl)cccc2s1 (configuration not stated)	24	6.2	101	0.7	-8	-10	0	102	x
48	C/C(=C(\C#N)C(=O)NCCCN1CCOCC1)N(C)C	-2	-0.2	100	0.4	0	-1	1	101	27
49	Cn1c(N)c(Br)c(-c2ccc(F)cc2)c(C#N)c1=O	-7	0.8	96	1.9	-1	-10	2	99	16
50	CN(C)C(=O)c1cc(Br)ccc1Cl	19	0.1	106	-0.4	-6	7	0	101	11
51	CCOc1cc(NC(=S)NCCCN2CCOCC2)c(OCC)cc1NC(=O)c1ccc(OC)cc1	1	0.4	104	0.0	-1	-4	-8	103	-12
52	Cc1ccc(C)c(Nc2nc3ccc(C)cc3n3cnnc23)c1	13	1.3	98	0.9	-3	-7	-1	98	-18

Screening results (PubChem)
